M1 PAM – potentiates human M1 receptor response to acetylcholine. activation, % at 3 µM. 0.088% of 360,000 active. P11229. CHO-K1 hM1, Fluo-8 calcium fluorescence, ACh EC20; 0% = ACh EC20, 100% = maximal ACh; in the data active = activation above about 19%, passing the limit was not always enough
Target sequence (P11229 whole entry, looked up): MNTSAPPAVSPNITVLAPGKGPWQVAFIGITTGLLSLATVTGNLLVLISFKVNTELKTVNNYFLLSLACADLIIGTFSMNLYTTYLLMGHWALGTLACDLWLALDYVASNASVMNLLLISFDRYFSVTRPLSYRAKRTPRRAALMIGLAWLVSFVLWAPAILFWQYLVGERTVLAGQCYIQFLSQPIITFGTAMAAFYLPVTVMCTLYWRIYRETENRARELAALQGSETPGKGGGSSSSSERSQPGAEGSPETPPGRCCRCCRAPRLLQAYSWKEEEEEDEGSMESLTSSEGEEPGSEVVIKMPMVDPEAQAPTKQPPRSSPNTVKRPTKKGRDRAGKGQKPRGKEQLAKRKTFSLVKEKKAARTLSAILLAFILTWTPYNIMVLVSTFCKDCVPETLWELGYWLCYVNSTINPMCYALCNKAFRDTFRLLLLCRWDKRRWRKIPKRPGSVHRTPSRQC
OXTR potentiator – potentiates the human oxytocin receptor response; P30559; CHO-OTR cells, Fluo-8 calcium fluorescence, potentiator mode; 0% = oxytocin EC15, 100% = EC100; activation, % at 3 µM; 0.061% of 320,000 active;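 active = activation above that plate's cutoff, the mean activation of tested compounds plus 3 SD, cut at about 6.6% in these data, passing the limit was not always enough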;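 note: 100% uses oxytocin at 75 nM as the full agonist control; some results filed as inactive read as strong as hits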
Target sequence (P30559 whole entry, looked up): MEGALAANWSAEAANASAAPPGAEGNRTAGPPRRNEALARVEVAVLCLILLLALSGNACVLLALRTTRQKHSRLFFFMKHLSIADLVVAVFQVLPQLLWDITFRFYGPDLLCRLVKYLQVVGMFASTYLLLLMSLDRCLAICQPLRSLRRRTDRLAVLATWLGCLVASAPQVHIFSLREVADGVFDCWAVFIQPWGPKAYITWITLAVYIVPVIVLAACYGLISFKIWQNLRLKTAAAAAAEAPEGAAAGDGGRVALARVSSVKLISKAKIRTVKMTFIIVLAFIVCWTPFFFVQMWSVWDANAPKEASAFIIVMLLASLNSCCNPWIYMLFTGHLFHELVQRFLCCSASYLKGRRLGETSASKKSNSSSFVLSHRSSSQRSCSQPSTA
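System: human OTR in CHO cells; Also added: sub-maximal oxytocin, roughly EC15; Timing: compound 6 min at room temperature before oxytocin, 100 s read; Technique: Fluo-8 intracellular calcium fluorescence, ex 470-495, em 515-575 nm; Controls: oxytocin EC15 low and EC100 high; Replication: singlicate.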
CHRM4 antagonist – blocks acetylcholine activation of human M4 receptor. P08173. CHO-hM4 cells, ACh EC80, Fluo-8 calcium fluorescence. inhibition, % at 3 µM. 0.73% of 360,000 active. AID 624125;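 active = inhibition above its plate's cutoff, the mean inhibition of sample wells plus 3 SD, cut at about 27% in these data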;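 note: 0% = acetylcholine EC80 with DMSO and 100% = DMSO without agonist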
CHO parental Ca – counter-screen for OX1R antagonists: effect in parental CHO cells; parental CHO-K1, ATP-induced calcium, Fluo-8 fluorescence; inhibition, % at 5.6 µM; 0.63% of 330,000 active; AID 463079;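 active = inhibition above that plate's mean sample inhibition plus 3 SD, cut at about 26% in these data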;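 note: 0% = ATP-challenged DMSO wells and 100% = DMSO wells without ATP; some compounds past the cut are filed as inactive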
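Assay system – parental CHO cells · Reagent – ATP stimulus · Detection – intracellular calcium via Fluo-8 no-wash fluorescent dye · Evaluation – percent inhibition of ATP-evoked calcium rise, normalized to controls · Controls – ATP wells versus no-ATP DMSO wells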
CHRM4 agonist – CHRM4 agonism in calcium assay. P08173. CHO-K1 hM4/Gqi5, Fluo-8 calcium fluorescence; vehicle 0%, full acetylcholine response 100%. activation, % at 3 µM. 0.14% of 360,000 active. AID 624127;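 active = activation above the run mean over all test wells plus 3 SD, cut at about 32% in these data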;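 note: peak over basal fluorescence ratio per well then scaled between controls; 0% = DMSO wells and 100% = acetylcholine at EC100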
M1 antag – antagonists of human M1 muscarinic receptor; P11229; CHO-K1 hM1, Fluo-8 calcium fluorescence, ACh EC80 antagonist; inhibition, % at 3 µM; 1.3% of 360,000 active; AID 588852;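 active = percent inhibition above its own plate's cutoff, namely the mean of that plate's compound wells plus 3 SD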;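 note: peak over basal fluorescence ratio during 140 s after agonist addition; 0% = ACh EC80 plus DMSO and 100% = DMSO alone without agonist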
CHO-K1 Ca antag – counter-screen for M1 antagonists: effect in parental CHO-K1 cells | 0.6% of 360,000 active | inhibition, % at 3 µM | ATP-induced calcium, Fluo-8 fluorescence;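 active = inhibition above a per-plate cutoff, the plate's mean sample inhibition plus 3 SD, cut at about 24% in these data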;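 note: 0% = DMSO plus EC80 ATP and 100% = DMSO alone without ATP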
M1 ag – activates human CHRM1 receptor; activation, % at 3 µM; CHO-K1 hM1, Fluo-8 calcium fluorescence, agonist mode; 0% DMSO, 100% acetylcholine EC100; AID 588814; 0.33% of 360,000 active;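 active = activation above the run's mean compound activation plus 3 SD, cut at about 16% in these data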;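 note: peak over basal fluorescence ratio within a 140 s kinetic read after compound addition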
CHO-K1 Ca ag – M1 agonist counterscreen hit in parental CHO-K1 cells. activation, % at 3 µM. AID 602248. 0.48% of 360,000 active. Fluo-8 calcium fluorescence; scaled to maximal ATP response, vehicle zero; in the data active = activation above about 15%;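 note: untransfected CHO-K1 host cells lacking M1 receptor as counterscreen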
* hit, by the source's call; x = no result given.

SMILES,M1 PAM,OXTR potentiator,CHRM4 antagonist,CHO parental Ca,CHRM4 agonist,M1 antag,CHO-K1 Ca antag,M1 ag,CHO-K1 Ca ag
CC(=O)c1c(C)[nH]c(C(=O)OCCOc2ccccc2)c1C,-2,-12,3,8,11,5,6,5,12
O=[N+]([O-])c1ccccc1/C=C/CN1CCSCC1,-12,1,6,-6,0,15,5,-10,-0.1
COc1ccc(S(=O)(=O)Nc2cc(C)ccn2)cc1OC,7,4,4,0,1,-8,-7,-5,1.1
Cc1cc(NC(=O)c2ccc([N+](=O)[O-])cc2)n(CCC#N)n1,2,-8,-14,9,3,-4,-10,-1,0.8
COc1ccccc1C1CC(c2ccc(NS(C)(=O)=O)cc2)=NN1S(=O)(=O)c1ccccc1 (stereo not drawn),8,-9,3,-10,3,-8,-10,1,1.1
COc1ccc(S(=O)(=O)N2CCOC2CNC(=O)C(=O)NCCN2CCOCC2)cc1 (stereo not drawn),8,-5,2,-4,0,-7,0,-4,1.4
COc1ccccc1OCCOCCOc1ccc(C)cc1Br,2,-11,1,-18,0,-2,-8,-8,0.3
Cc1cccc(NC(=O)c2nc[nH]c2C(=O)NCc2ccccc2)c1,7,-6,9,-6,-2,8,-3,-5,-0.5
CCN(CC)C(=O)CSc1nc2nc(C)cc(C)c2c(=O)[nH]1,5,-1,6,5,1,2,-1,-4,-0.2
COC(=O)c1cccc(NC(=O)CN2CCC(NC(=O)c3cc(OC)c(OC)c(OC)c3)CC2)c1,0,4,-1,-22,11,-2,3,0,3.5
COCCNC(=O)COC(=O)c1cc(-c2ccc(OC)cc2)nc2ccccc12,-1,-4,-7,-4,5,3,15,-7,2.1
CC(C)c1ccc(/C=C/C(=O)NC(=S)Nc2ccc(CN3CCOCC3)cc2)cc1,-30,-4,14,-5,3,48*,4,-12,1.5
CCOc1ccccc1C(=O)NCC(=O)N(C)CC(=O)Nc1ccc(N2CCOCC2)cc1,4,x,5,x,1,-16,-9,-3,0.3
Cc1ccc(C)c(NC(=O)CSc2n[nH]c(-c3ccccn3)n2)c1,9,-5,-13,-4,1,-14,-17,-2,0.4
Cc1sc(NC(=O)c2ccco2)c(C(c2cccnc2)N2CCC(C)CC2)c1C (stereo not drawn),8,-1,3,-26,5,-9,-6,0,10
CCC(=O)NCC(c1ccco1)N1CCN(c2ccc(OC)cc2)CC1 (stereo not drawn),11,2,8,-11,1,-10,-1,8,17*
COC(=O)c1sccc1NC(=O)Nc1ccc(OC)cc1OC,8,-6,-9,-13,2,-8,-1,-3,1.0
Cc1c(C(=O)NCc2ccccn2)oc2ccc(S(=O)(=O)N3CCOCC3)cc12,-2,-7,0,-20,14,11,0,-1,4.8
Cc1ccc(C(=O)N2CCN(c3ncccn3)CC2)cc1NC1=NC2CS(=O)(=O)CC2S1 (stereo not drawn),-2,0,3,10,0,-1,1,-4,0.1
CC(C)Cc1nnc(NC(=O)CCc2c[nH]c3ccccc23)s1,15,-6,-4,-16,6,-9,-4,1,2.7

Next part
SMILES,M1 PAM,OXTR potentiator,CHRM4 antagonist,CHO parental Ca,CHRM4 agonist,M1 antag,CHO-K1 Ca antag,M1 ag,CHO-K1 Ca ag
CCCc1ccc(OCC(=O)O)cc1,-37,-3,15,-2,-1,0,-7,-6,2.3
CC(C)C(=O)Nc1ccc(C(=O)NNC(=O)CCc2ccccc2)cc1,7,-5,13,-1,2,-6,-12,-8,2.0
Cn1nccc1C(=O)OCC(=O)Nc1ccccc1,6,x,-21,x,0,-9,-18,3,-0.1
COc1cccc(C2(O)CCN(C(=O)c3cccs3)CC2)c1,4,-11,-6,-3,2,-2,-12,-3,-0.1
C=CC(=O)OCCOCCOCCOCCOC(=O)C=C,3,1,5,-9,0,-9,-17,-3,0.4
C=CCOC(=O)CCCCCCCC,2,-6,0,0,0,-4,-16,-4,0.6
COC(=O)c1[nH]c2ccc(C)cc2c1NC(=O)CN1CCCC(C)(C)C1,5,-1,-2,-7,0,-12,-11,-5,0.3
COc1ccc2ccn(S(=O)(=O)c3ccccc3)c2c1,14,-3,-2,-20,-1,-14,-12,-3,1.3
CC(C)(C)OC(=O)N/N=C/c1c[nH]c2ccccc12,2,0,0,0,4,8,-10,-3,1.7
CCOc1ccc(-c2cccc(NS(=O)(=O)c3cc([N+](=O)[O-])ccc3C)c2)nn1,1,5,-11,-24,6,-8,4,-5,-0.1
CCc1c(C)sc(NC(=S)N2CCN(S(C)(=O)=O)CC2)c1C(=O)OC,12,-6,-2,-1,0,-6,-10,-1,0.2
CCOc1ccc(NC(=S)NCCN2CCN(Cc3ccccc3)CC2)cc1,3,-1,-8,-21,2,-7,-11,-5,2.4
COc1ccc(CNC(=O)c2noc3c2CCCC3)cc1,9,3,-8,-12,1,-14,-47,-6,0.0
CC1(C)CC(=O)c2ccc(OCc3ccc([N+](=O)[O-])cc3)cc2O1,1,-4,4,-5,0,-8,30*,-4,-0.5
O=C(CSc1nc(=O)n2cc(Cl)ccc2n1)Nc1cccc2ccccc12,3,x,-12,x,2,-12,-16,-4,0.4
COc1ccc(S(=O)(=O)N2CC(C(=O)O)Oc3ccc(CC(=O)O)cc32)cc1 (stereo not drawn),8,-5,-1,-11,0,-8,-19,-3,0.1
CCOC(=O)N1CCN(C(=O)c2cc3cc(C)ccc3[nH]2)CC1,15,5,9,-7,0,-22,-5,0,0.9
COc1ccc(C(=O)n2nc(-c3ccco3)nc2N)cc1,1,-7,6,-2,0,-18,3,-1,0.3
O=C(Nc1ccncc1)c1ccc(Cl)c(Cl)c1,16,-2,-4,-5,14,-10,10,3,1.0
Cc1ccc2cc(C)c(SCC#N)nc2c1,2,-9,10,-33,-4,-3,2,-6,-0.2

(continued)
SMILES	M1 PAM	OXTR potentiator	CHRM4 antagonist	CHO parental Ca	CHRM4 agonist	M1 antag	CHO-K1 Ca antag	M1 ag	CHO-K1 Ca ag
Cc1csc(=O)n1CCC(=O)OCC(=O)Nc1ccc(N2CCOCC2)cc1	-1	x	-10	x	1	-8	-1	-2	0.1
NC(=O)C1CCCN(C(=S)Nc2cccc3ccccc23)C1 (stereo not drawn)	4	0	-20	-10	1	0	-11	-4	0.4
O=C(COC(=O)c1ccc2ncsc2c1)Nc1ncc(Cl)cc1Cl	-4	-2	-10	-9	1	0	-3	-10	0.1
Cc1ccc(C(=O)N/C(=C\c2cn(S(=O)(=O)N(C)C)c3ccccc23)C(=O)NCCN2CCOCC2)cc1	8	x	5	x	1	-13	-17	-9	0.6
Cc1ccc(NC2c3ncccc3C(=O)N2C2CCCCC2)cc1 (stereo not drawn)	2	2	0	-22	5	4	-5	-6	1.9
O=C(NCc1ccncc1)c1ccc2nc([C@@H]3O[C@H](CO)[C@H](O)[C@H](O)[C@H]3O)[nH]c2c1	16	x	-4	x	-1	-20	-7	1	0.3
COc1ccc2cc3cc(C(=O)NCc4cccs4)oc3nc2c1	1	4	4	0	3	-3	12	-3	0.9
O=C(CSc1nnc2ccc(-c3cccnc3)nn12)Nc1cccc(F)c1	2	x	-20	x	3	-1	-3	-4	0.8
O=C(c1cccs1)N1CCN(CCc2ccccc2)CC1	-1	0	6	-1	1	7	-7	-9	0.6
Nc1ncc(Br)cc1N=Cc1ccccc1	5	-3	3	-6	1	-1	-2	-3	0.1
CCC(C)(C)c1ccc(OCC(=O)Nc2ccncc2)cc1	-5	-24	7	76*	14	28	13	3	11
O=C(CCCC1=NS(=O)(=O)c2ccccc2N1)Nc1ccccc1	1	-6	-4	2	2	-3	-4	-1	0.4
Cc1ccc(NC(=O)COC(=O)CN2C(=O)c3ccccc3C2=O)cc1S(=O)(=O)N(C)C	5	-5	2	-6	3	-7	-10	-5	1.3
O=C(CNC(=O)c1ccc(F)cc1)N/N=C/c1ccc(O)c([N+](=O)[O-])c1	5	-12	4	-4	0	-4	-8	-3	-0.6
COc1cccc(NC(=O)c2ccc(S(=O)(=O)NCc3cccnc3)cc2)c1	-2	-2	-3	-8	5	2	-2	-7	7.2
O=C1/C(=C/c2ccc3c(c2)OCO3)Oc2cc(OCC(=O)N3CC(O)C[C@H]3C(=O)O)ccc21 (stereo partly drawn)	2	-2	-18	-6	1	-11	-1	-3	0.0
NC(=O)[C@@H]1CCCN1C(=O)c1ccc2oc(CCc3ccccc3)nc2c1	8	x	5	x	0	-11	-3	-2	0.1
O=C(CN1C(=O)c2cccnc2Oc2ccc(Cl)cc21)N1CCOCC1	2	-2	2	-4	0	-1	-6	-1	0.3
Cn1c(CSCc2ccc(F)cc2)nnc1SCC(=O)Nc1nccs1	1	-9	12	-9	18	6	26*	0	4.6
CCOC(=O)c1cnc2ccc(OC)cc2c1Nc1ccc2c(c1)OCCO2	-7	-16	-7	-8	1	13	3	-6	0.0
CC(=O)CCc1ccccc1	-6	-1	1	0	0	7	11	-1	0.0

Only M1 PAM and M1 antag, for some of the entries so far:
| Structure | M1 PAM | M1 antag |
| --- | --- | --- |
| NC(=O)[C@@H]1CCCN1C(=O)c1ccc2oc(CCc3ccccc3)nc2c1 | 8 | -11 |
| O=C(CCCC1=NS(=O)(=O)c2ccccc2N1)Nc1ccccc1 | 1 | -3 |

Nothing new here: an excerpt of the list.
SMILES	M1 PAM	OXTR potentiator	CHRM4 antagonist	CHO parental Ca	CHRM4 agonist	M1 antag	CHO-K1 Ca antag	M1 ag	CHO-K1 Ca ag
O=C(Nc1ccncc1)c1ccc(Cl)c(Cl)c1	16	-2	-4	-5	14	-10	10	3	1.0
Cc1ccc2cc(C)c(SCC#N)nc2c1	2	-9	10	-33	-4	-3	2	-6	-0.2
Cc1csc(=O)n1CCC(=O)OCC(=O)Nc1ccc(N2CCOCC2)cc1	-1	x	-10	x	1	-8	-1	-2	0.1
NC(=O)C1CCCN(C(=S)Nc2cccc3ccccc23)C1 (stereo not drawn)	4	0	-20	-10	1	0	-11	-4	0.4

Screening results (PubChem)

Hits appear at their usual frequency, and some 2.9% of all compounds hit somewhere here.
